KLF5 inh: kruppel-like factor 5 inhibition. AID 1700. inhibition, % at 5 µM. hit rate 0.23% among 290,000. DLD-1 KLF5 promoter-luciferase reporter, luminescence;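 active means inhibition above a per-plate limit of that plate's mean compound inhibition plus 3 SD, cut at about 60% in these data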;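 further: 0% = DMSO wells and 100% = LY294002 at 200 µM; higher means less KLF5 promoter-driven luciferase light; inactives centre near -14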
HSF1 activator: increases HSF-1 driven luciferase reporter signal; NIH3T3-HGL HSF-1 luciferase reporter, MG132, 8 h; 100% = twice DMSO control signal; hit rate 1.7% among 300,000; activation, % at 9 µM;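 active means mean replicate activation of at least 50% with a set share of replicates each reaching 50%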;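 further: 0% = median of the neutral control wells and 100% = twice that signal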
HSP90 refold inh: HSP90 refolding inhibition in rabbit reticulocyte lysate | luciferase refolding luminescence, 3 h | inhibition, % at 5.6 µM | hit rate 0.91% among 290,000 | AID 1789;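 active means inhibition above the screen-wide mean plus 3 SD, computed separately per campaign, cut at about 16% in these data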;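 further: 0% = DMSO wells and 100% = 60 µM geldanamycin wells; inhibitors lower the luminescence because luciferase stays unfolded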
AI-2 QS modul: Vibrio harveyi AI-2 quorum sensing modulation; AID 2094; activity change, % at 7.5 µM; hit rate 0.4% among 300,000; Vibrio harveyi JMH597 AI-2 luminescence/OD600 ratio, 9 h; stronger effect = lower value; strain lacks LuxN and CqsS sensors; 0 = neutral-control median; in the data active means activity change below about -75%, passing the limit was not always enough;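 further: luminescence divided by OD600 gain over 9 h not by final OD600 alone; inactives centre near 13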
PolyA inhibitor: inhibitors of polyadenylation in S. cerevisiae; AID 1875; hit rate 0.02% among 300,000; S. cerevisiae SKY197-pL101 polyadenylation reporter, beta-gal luminescence; efflux-impaired pdr1/pdr3 knockout yeast; score 100 = 6 SD above DMSO; calls only at 12 µM;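 active means lowest replicate activity score at least 50, where 100 means six control SD above control mean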;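 further: yeast exposed to compound for 9 h at 30 °C; higher score means more reporter readthrough which indicates perturbed polyadenylation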
IEC-6 cytotox: kills IEC-6 intestinal cells in KLF5 counter-screen. IEC-6 cytotoxicity, luminescence viability. inhibition, % at 5 µM. hit rate 0.78% among 290,000. AID 1825; in the data active means inhibition above about 22%;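 further: 0% = plate median of test compound wells and 100% = cytotoxic reference compound wells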
GSK3 alpha inh: blocks human GSK-3 alpha kinase. hit rate 0.1% among 320,000. ADP-Glo luminescence, 60 min. inhibition, % at 10 µM. AID 2650. P49840;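 in the data active means inhibition above about 50%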;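 further: GST-tagged GSK-3 alpha with peptide substrate and 25 µM ATP; 0% = DMSO neutral wells and 100% = GW8510 positive control wells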
Target sequence (P49840 whole entry, looked up): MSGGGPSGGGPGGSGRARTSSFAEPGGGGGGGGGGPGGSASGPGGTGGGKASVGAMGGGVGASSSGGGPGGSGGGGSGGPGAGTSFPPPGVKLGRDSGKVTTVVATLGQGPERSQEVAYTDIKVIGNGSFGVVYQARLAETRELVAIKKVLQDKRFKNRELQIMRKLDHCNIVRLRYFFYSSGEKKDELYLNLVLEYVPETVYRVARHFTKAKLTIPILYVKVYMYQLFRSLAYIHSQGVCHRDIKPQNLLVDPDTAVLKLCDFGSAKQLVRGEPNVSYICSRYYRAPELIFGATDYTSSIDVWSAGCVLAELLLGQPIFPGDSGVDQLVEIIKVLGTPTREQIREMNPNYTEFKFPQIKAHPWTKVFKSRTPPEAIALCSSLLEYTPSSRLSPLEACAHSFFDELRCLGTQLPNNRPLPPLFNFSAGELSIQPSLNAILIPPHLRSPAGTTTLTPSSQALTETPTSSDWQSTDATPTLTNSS
HSF1 inhib: HSF1 inhibition. NIH3T3-HGL HSE-luciferase, MG132-induced, luminescence 8 h; stronger effect = lower value. activity change, negative = inhibition, % at 7.5 µM (by protocol). hit rate 0.77% among 300,000;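 active means more than half of replicate wells show activity change below -50%, luminescence cut by over half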;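 further: luciferase reports HSF-1 transcriptional activity via heat shock element; 0% = median of DMSO wells and -100% = zero luminescence signal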
aSyn UTR inh: 5' untranslated region of α-synuclein, MLPCN primary screen. inhibition, % (tested at 7.5 µM). alpha-synuclein 5'UTR reporter, inhibitor activity. hit rate 0.82% among 300,000. AID 1813; in the data active means inhibition above about 60%;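 further: H4 neuroglioblastoma cells stably carrying SNCA 5'UTR luciferase fusion; 0% = DMSO wells and 100% = positive control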
GSK3beta inhib: human GSK3beta kinase inhibition; P49841; GST-GSK3beta kinase, ADP-Glo luminescence, 60 min; stronger effect = lower value; activity score (negative = inhibition), % at 10 µM; hit rate 0.038% among 300,000; AID 2097;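 active means more than half of replicate wells score below -50%, meaning over 50% inhibition versus plate controls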;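 further: 0% = median DMSO wells and -100% = median GW8510 positive control wells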
Target sequence (P49841 whole entry, looked up): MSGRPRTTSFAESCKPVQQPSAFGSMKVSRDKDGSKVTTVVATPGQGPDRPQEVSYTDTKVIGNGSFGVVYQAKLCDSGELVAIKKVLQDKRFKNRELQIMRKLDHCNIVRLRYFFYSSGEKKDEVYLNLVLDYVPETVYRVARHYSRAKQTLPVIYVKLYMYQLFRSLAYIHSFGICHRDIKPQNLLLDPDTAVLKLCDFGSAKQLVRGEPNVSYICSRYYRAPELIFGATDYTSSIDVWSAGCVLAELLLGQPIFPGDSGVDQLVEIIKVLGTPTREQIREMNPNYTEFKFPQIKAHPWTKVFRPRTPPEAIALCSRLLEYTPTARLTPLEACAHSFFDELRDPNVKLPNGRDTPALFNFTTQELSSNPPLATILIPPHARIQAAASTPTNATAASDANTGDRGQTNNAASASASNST
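test system = GST-tagged human GSK3beta kinase, cell-free | reagent = 25 µM ATP with peptide substrate | dosing = one dose of 10 µM per compound | schedule = 60 min reaction, RT | detection = luminescent ADP-Glo measurement of ADP formed | control set = DMSO neutral wells and GW8510 at 20 µM as positive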
An asterisk follows results filed as active; i = inactive; nt = no result given; & = joins results of further samples. These rows are one share of the data (hit frequency here may not be typical).

nr	canonical_smiles	KLF5 inh	HSF1 activator	HSP90 refold inh	AI-2 QS modul	PolyA inhibitor	IEC-6 cytotox	GSK3 alpha inh	HSF1 inhib	aSyn UTR inh	GSK3beta inhib
1	O=C(Nc1ccc(Oc2ccccc2)cc1)c1cnc2n(c1=O)CCS2	-4.7	-38.8	-1.3	3.3	i	3.0	-1.7	-20.2	5.5	0.4
2	NC(=S)N/N=C/c1coc2ccc(Cl)cc2c1=O	-5.4	25.4	-0.5	-2.9	nt	0.7	-1.2	11.9	-28.8	0.4
3	Cc1ccnc(Nc2nc(-c3ccc(O)cc3O)cs2)c1	-119.9	0.8	3.7	nt	i	9.2	13.1	-4.5	-136.3	nt
4	Cc1cc(Cl)ccc1OCC(=O)N1CCN(c2ncccn2)CC1	-33.7	31.5	4.8	6.7	i	-5.2	-1.1	20.6	1.9	3.4
5	O=C(/C=C/c1ccco1)N/C(=C\c1ccco1)C(=O)NCCc1nc2ccccc2[nH]1	-8.0	2.7	-2.1	0.9	i	-5.6	1.3	-5.8	6.3	0.1
6	CCCCN(CC)CCNC(=O)C1c2cc(OC)c(OC)cc2C(=O)N2CCc3ccccc3C12 (stereo unspecified)	-6.2	0.7	0.1	10.9	i	5.4	-21.7	4.7	-5.3	1.9
7	CC(C)(C)NC(=O)NC(=O)COC(=O)COc1ccc2c(c1)CCC2	-21.7	-0.4	-1.3	32.1	i	-2.2	0.0	0.9	2.3	1.7
8	COc1ccc(C(C(=O)NCC2CCCO2)N(C(=O)c2snc(C(N)=O)c2N)c2ccccc2)cc1OC (stereo unspecified)	-14.0	2.9	-4.6	14.6	i	-10.5	nt	-0.1	1.1	0.9
9	CCOc1ccc(CCNC(=O)C2CCN(C(=O)N(C)C)CC2)cc1OCC	-27.0	nt	-3.0	10.2	i	2.2	-2.5	nt	-8.6	-0.7
10	Cc1cccc(OCCNc2cc(N3CCOCC3)ccc2[N+](=O)[O-])c1	-31.4	48.8	-2.4	10.1	i	-1.2	-6.0	37.2	-23.2	2.0
11	O=c1[nH]c2ccccc2nc1/C=C/c1ccc(F)cc1	-54.5	41.0	2.1	9.8	i	3.6	-2.8	27.5	-139.0	-1.1
12	COc1ccc(C)c2sc(NNC(=O)COc3ccccc3)nc12	-39.6	-40.0	1.0	36.1	i	-4.1	-1.2	-23.7	-21.7	3.8
13	CC(=O)c1cccc(NC(=O)COC(=O)C2=COCCO2)c1	-4.6	-3.2	-3.2	-4.1	i	-3.0	1.6	-5.0	11.9	-0.1
14	COc1ccc(/C=C/C2=CC(C)(C)NC(=S)N2)cc1	-51.0	22.0	0.3	-5.9	i	-9.5	0.5	3.4	-5.6	-0.2
15	Cc1ccc(S(=O)(=O)CCC(=O)Nc2nnc(-c3cccs3)o2)cc1	nt	2.4	nt	26.0	i	nt	-3.0	5.3	-16.8	-0.7
16	Cc1c(C(O)CN2CCN(Cc3ccc4c(c3)OCO4)CC2)c2ccccc2n1C (stereo unspecified)	-10.3	-3.1	1.9	23.7	i	-0.8	-2.0	-1.5	-19.6	5.8
17	Cc1ccc(-c2noc(C3CCCN(C(=O)c4c(F)cccc4F)C3)n2)cc1 (stereo unspecified)	4.2	5.8	-1.2	55.0	i	-0.9	-1.8	4.8	-15.0	2.6
18	Cc1nn(-c2ccccc2)c(C)c1NC(=O)COC(=O)Cc1ccccc1F	nt	-11.3	nt	5.8	i	nt	1.3	-2.6	-19.8	1.5
19	CNCc1cc(Cl)cc(OC)c1OC(C)C	-21.0	9.9	2.1	22.4	i	-3.1	nt	-4.7	-80.9	0.0
20	Cc1nnc2sc(-c3cccc(F)c3)nn2c1=O	-23.2	-2.4	-3.6	3.6	i	-7.5	-3.0	-3.3	18.6	-1.3
21	CCNC(=O)NC(=O)COC(=O)c1cccc(S(=O)(=O)N2CC3(C)CC2CC(C)(C)C3)c1 (stereo unspecified)	nt	18.2	nt	0.3	i	nt	-3.6	2.1	-3.8	-1.6
22	O=C(O)c1ccc2nc3c(nc2c1)-c1ccccc1C3=O	-32.3	-7.4	0.8	34.8	i	-1.0	14.0	-11.0	2.3	-3.6
23	CN(C)c1cccc(C(=O)OCCNC(=O)c2cccc(S(=O)(=O)N3CCOCC3)c2)c1	-7.7	58.8*	-7.0	-6.4	i	5.9	2.9	28.0	-3.7	0.6
24	O=C(NOC(=O)c1ccccc1)c1ccccc1	-19.9	18.2	0.5	37.1	i	-12.3	-1.2	-1.5	-5.9	3.2
25	O=C(Nc1ccc(F)cc1F)c1cc(-c2ccc3c(c2)OCO3)on1	-11.3	49.2	-2.8	20.8	i	0.1	-0.2	12.9	-110.5	-2.2
26	COc1cccc(NC(=O)CN2CCSc3ccccc32)c1	-48.8	6.9	-0.3	33.9	i	6.5	-1.1	-1.6	-37.5	1.3
27	CN(C)C(=O)c1ccc(NC(=O)c2cc(-c3ccco3)nc3ccccc23)cc1	-22.9	-3.6	6.5	21.5	i	-1.3	nt	1.9	1.5	-0.7
28	CCOc1ccc(CCNC(=O)C2CCN(S(=O)(=O)N3CCC(C)CC3)CC2)cc1OCC	-3.0	nt	1.0	14.0	i	-3.7	1.6	nt	23.0	-0.7
29	Cc1ccc(CN2CCN(Cc3c(C)nn(-c4ccc(F)cc4)c3C)CC2CCO)o1 (stereo unspecified)	15.8	-1.2	4.6	22.4	i	2.0	-0.4	0.4	5.9	-0.7
30	CCOC(=O)C1=C(C)N(CCO)C(=O)NC1c1ccccc1 (stereo unspecified)	-12.1	4.3	-2.7	3.6	i	-11.6	9.5	4.8	19.8	-0.2
31	COc1ccc(C2NC(=S)NC(O)(C(F)(F)F)C2C(=O)c2cccs2)cc1 (stereo unspecified)	-6.8	2.5	1.1	27.7	i	-5.9	-0.1	5.4	27.2	-1.7
32	CSc1ccccc1NC(=O)CSc1nnnn1-c1ccccc1SC	2.8	10.3	-1.7	28.5	i	3.1	-1.0	-3.4	37.3	-0.3
33	CN1CCN(C(=O)C(C(=O)c2ccc(F)cc2)n2ccccc2=O)CC1 (stereo unspecified)	-25.8	6.1	2.9	-5.4	i	1.7	-2.3	-1.9	-19.5	-6.3
34	Cc1nc(CC(=O)Nc2nc(C(C)(C)C)cs2)cs1	-28.4	2.5	-0.7	20.3	i	0.2	-0.5	4.7	-16.0	0.7
35	Cc1ccc(CN2CCC(CNC(=O)c3ccc(NC(=O)C4=CSCCO4)cc3)CC2)cc1	-3.4	6.4	3.4	-0.9	i	4.8	-0.3	5.4	6.5	1.4
36	CC1=C(C(=O)OCCCCCl)C(c2cc3c(cc2Br)OCO3)NC(=O)N1 (stereo unspecified)	4.5	3.8	-0.9	9.3	i	3.0	3.6	5.6	13.3	-0.2
37	CCOC(=O)CSc1ccc2nnc(-c3ccccc3)n2n1	11.2	-2.8	-3.4	15.8	i	0.1	38.7	-7.3	4.7	-18.4
38	C=CCN1C(=NC(=O)COc2ccc(Cl)cc2)SC2CS(=O)(=O)CC21 (stereo unspecified)	6.7	-17.6	2.3	11.0	i	4.8	-1.1	0.8	19.4	-3.1
39	CCOC(=O)N1CCN(S(=O)(=O)N2CCCC(C(=O)NCc3ccc(OC)cc3)C2)CC1 (stereo unspecified)	-13.1	1.1	-6.0	25.6	i	4.4	-1.0	-2.6	8.3	-2.2
40	O=C1c2ccccc2-c2nc3ccccc3n21	-70.6&-39.3	-9.4	-4.8&0.4	23.4&4.2	i	-3.3&0.8	0.4	7.1&0.0	11.2&6.9	-2.5&2.4
41	Cc1ccccc1NC(=O)c1cc(S(=O)(=O)N2CCOCC2)ccc1F	-6.6	1.5	-2.1	33.4	i	-5.4	-0.1	-4.0	7.0	-1.9
42	O=C(CSc1nnc2n(C3CCCC3)c(=O)c3ccccc3n12)N1CCCCCC1	-16.2	-29.9	-2.6	28.7	i	2.4	-2.8	-20.6	-7.5	3.8
43	COCCCn1c(SCC(=O)NC2CCCC2)nnc1-c1ccccc1	7.3	-10.6	-0.2	14.3	i	-6.8	0.9	1.8	4.1	4.3
44	Cc1cc2n(n1)SC(Nc1ccc(F)cc1)N2 (stereo unspecified)	-6.3	1.1	2.4	15.1	i	-10.4	5.0	-5.3	-14.0	1.9
45	CC1CCN(c2c(NCc3ccc(C(=O)NCCc4ccc(Cl)cc4)cc3)c(=O)c2=O)CC1	-16.4	30.4	5.1	16.7	i	1.9	4.3	10.5	-5.4	3.5
46	COc1cc(/C=C2\SC(=S)N(NS(=O)(=O)c3ccc(C)cc3)C2=O)cc(OC)c1OC	-2.9	-0.7	0.6	1.7	i	7.5	-7.8	-3.2	6.0	2.6
47	CCN1CCCC(CO)(Cc2ccccc2)C1 (stereo unspecified)	10.8	-11.7	3.8	20.2	i	2.8	-2.6	-6.2	-1.7	-3.7
48	CCOC(=O)C1CCN(S(=O)(=O)c2ccc(OC)c(C(=O)N3CCCCCC3)c2)CC1	12.0	29.7	-4.1	15.3	i	-1.5	-3.6	-3.6	-1.9	3.9
49	C/C(=N\NC(=O)OC(C)(C)C)c1ccccc1Br	-79.0	26.6	-4.4	15.1	nt	9.5	-2.1	8.7	-84.4	0.8
50	CC(C)C(OC(=O)/C=C/c1ccc2c(c1)OCO2)C(=O)NC(N)=O (stereo unspecified)	-3.8	-6.6	1.1	14.3	i	2.6	-1.8	-5.6	-35.5	9.5
51	COc1ccc(S(N)(=O)=O)cc1C(N)=O	-14.2	13.8	2.7	20.7	i	2.9	2.0	4.4	-0.6	0.3
52	CCC(C)(C)NC(=O)C(c1cccc(OC)c1OC)N(CCC(C)C)C(=O)CCC(=O)Nc1cc(C)on1 (stereo unspecified)	-5.5	12.4	3.6	14.3	i	2.3	nt	-2.0	-7.4	-3.8
53	Cc1nc(-c2cc(-c3ccc(Cl)cc3)no2)cs1	-98.3	70.8*	0.5	7.5	nt	-0.1	-2.3	47.0	-137.0	0.1
54	CC(=O)c1ccc(NC(=O)Nc2ccc([N+](=O)[O-])cc2)cc1	10.4	17.3	1.6	8.0	i	9.2	1.0	11.0	-148.0	2.3
55	COc1ccc(S(=O)(=O)CCC(=O)N2CCN(c3ccc(C(C)=O)cc3)CC2)cc1	-27.7	13.5	0.0	18.2	i	1.9	nt	5.7	-31.6	2.2
56	Cn1c(=O)[nH]c(=O)c2c1nc(N/N=C/c1ccncc1)n2Cc1ccc(F)cc1	-4.7	40.6	-2.1	-0.2	i	-3.6	0.6	16.1	1.5	-9.6
57	CCOCCCNC(=O)COC(=O)/C=C/c1ccc(S(=O)(=O)N2CCc3ccccc32)cc1	-8.0	28.6	1.2	18.4	i	-4.6	2.3	21.0	-6.3	1.1
